Compound activity deposited in PubChem BioAssay by National Center for Advancing Translational Sciences (NCATS).
RXFP1 ag – qHTS Assay for Agonists of the Relaxin Receptor RXFP1; HEK293T-RXFP1 cAMP TR-FRET, 30 min; response scale: percent of porcine relaxin response, buffer zero; actives 0.3% (n = 370,000); Potency, µM (series often up to 57.5 µM), for inactives: at the top dose activation, most hits filed as activators; also: potency is read from the fitted curve at half-maximal effect; % is scaled to controls: 0 for no effect and ±100 for the full control effect; nearly all actives have a fitted effect of over 60% in size; many of its hits are not listed in these tables
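Agonist response is measured as cAMP accumulation in an RXFP1-transfected HEK293T line under PDE4 inhibition. Values are scaled between buffer-only and 29 nM porcine relaxin, and EC50s come from standard Hill equation fits.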
Vif-APOBEC3G blk – qHTS for Inhibitors of Vif-A3G Interactions: qHTS; DNA dC->dU-editing enzyme APOBEC-3G (Homo sapiens), Q9HC16; actives 0.076% (n = 410,000); Potency, µM (top dose mostly 46.1 µM), for the others: top-dose activity, negative = active, hits mostly inhibitors; HeLa A3G-eYFP + Vif (tagged APOBEC3G with the HIV-1 protein that degrades it), YFP fluorescence, overnight;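 also: potency is read from the fitted curve at half-maximal effect; % is scaled to controls: 0 for no effect and ±100 for the full control effect; nearly all actives have a fitted effect of over 60% in size; hits raise eYFP signal because A3G escapes Vif-driven loss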
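HeLa cells stably expressing Vif and C-terminally eYFP-tagged A3G, seeded overnight at 37 deg C, then exposed to compound by pintool overnight at 37 deg C. Rise in yellow fluorescence (Ex 488/Em 500-530, Acumen) marks blocked Vif-driven A3G degradation.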
USP1 inh – Inhibitors of USP1/UAF1: Primary Screen; Ubiquitin carboxyl-terminal hydrolase 1 (Homo sapiens), O94782; recombinant USP1/UAF1, Ub-Rhodamine cleavage fluorescence; Potency, µM (titrated, usually from 57.1 µM), without a hit: at the highest dose activity change, negative = inhibition, usual class: inhibitors; actives 0.23% (n = 390,000); also: potency is read from the fitted curve at half-maximal effect; % is scaled to controls: 0 for no effect and ±100 for the full control effect; nearly all actives have a fitted effect of over 60% in size; inactives centre near -12
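Step one: compound is pinned into 1nM USP1/UAF1 in HEPES pH 7.8 buffer with TCEP. Step two: 15 min room-temperature incubation. Step three: Ub-Rho (150nM final) starts cleavage, tracked by fluorescence over six one-minute reads.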
Vif-APOBEC3F blk – qHTS for Inhibitors of Vif-A3F Interactions: qHTS. HeLa A3F-eYFP + Vif (tagged APOBEC3F with the HIV-1 protein that degrades it), YFP fluorescence increase. Potency, µM (titrated, usually from 46.1 µM), for inactives: top-dose activity, negative = active. actives 0.2% (n = 390,000); also: potency is read from the fitted curve at half-maximal effect; % of control where 0% means no effect; nearly all actives have a fitted effect of over 65% in size
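Fluorescence increase (Ex 488/Em 500-530) after overnight compound treatment at 37 deg C flags inhibition of Vif-driven A3F-eYFP loss in stable HeLa A3F-eYFP/Vif cells seeded overnight beforehand.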
LDHA block – qHTS assay for inhibitors of human lactate dehydrogenase; L-lactate dehydrogenase A chain (Homo sapiens), P00338; purified LDHA, NADH/diaphorase-resazurin fluorescence; active compounds read low; activity change, % (values are at about 110 or 230 µM); actives 0.15% (n = 480,000); in the data active = activity change below about -30%; inconclusive = mostly about -25% to -30%;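 also: plate controls were DMSO wells for no effect and wells without enzyme for full effect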
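Remaining NADH was detected by diaphorase (0.133 mg/mL) converting 37 µM resazurin to fluorescent resorufin, read at 0 and 20 minutes. The preceding 5-minute room-temperature reaction used 2 nM LDHA, 0.2 mM sodium pyruvate and 0.06 mM NADH at pH 7.4.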
TrxR1 substrate – qHTS Assay for Substrates of Mammalian Selenoprotein Thioredoxin Reductase 1 (TrxR1): qHTS | purified TrxR1 substrate turnover, NADPH consumption readout | Potency, µM (highest dose often 114 µM), without a hit: at the top dose activity change, negative = substrate turnover | actives 0.01% (n = 390,000) | AID 588456, 2011; also: potency is read from the fitted curve at half-maximal effect; % is scaled to controls: 0 for no effect and ±100 for the full control effect; nearly all actives have a fitted effect of over 50% in size
Target sequence (O89049 whole entry, looked up): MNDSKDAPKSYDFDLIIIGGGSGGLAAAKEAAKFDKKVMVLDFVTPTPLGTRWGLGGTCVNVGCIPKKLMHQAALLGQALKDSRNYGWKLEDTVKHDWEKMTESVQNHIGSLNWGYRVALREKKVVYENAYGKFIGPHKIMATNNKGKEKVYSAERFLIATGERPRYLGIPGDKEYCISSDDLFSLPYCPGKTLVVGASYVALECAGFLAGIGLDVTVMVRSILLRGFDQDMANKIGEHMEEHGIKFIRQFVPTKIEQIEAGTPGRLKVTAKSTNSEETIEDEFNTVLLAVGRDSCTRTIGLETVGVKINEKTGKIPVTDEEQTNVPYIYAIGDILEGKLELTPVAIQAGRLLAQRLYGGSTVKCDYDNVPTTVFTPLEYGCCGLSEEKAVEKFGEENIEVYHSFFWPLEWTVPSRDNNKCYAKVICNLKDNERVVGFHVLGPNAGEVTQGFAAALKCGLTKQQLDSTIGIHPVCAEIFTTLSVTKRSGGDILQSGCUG
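Rat TrxR1, dispensed at 90 nM, was prereduced with 400 uM NADPH (final) for 5 min at ~22 deg C, then incubated with compound 15 min before 400 uM selenite. A first-read NADPH fluorescence drop versus no-compound background flagged substrates.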
GRP78 ERSR act – qHTS for Inducers of the Endoplasmic Reticulum Stress Response (ERSR) in Human Glioma: qHTS; U87-MG GRP78 promoter luciferase reporter, 16 h; Potency, µM, for inactives: at the top dose activation, usual class: activators; actives 0.02% (n = 420,000); AID 602332, 2012; also: potency is read from the fitted curve at half-maximal effect; series mostly up to about 76 µM; % of control where 0% means no effect; nearly all actives have a fitted effect of over 35% in size
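Stably transfected U87-MG human glioma cells carrying a GRP78-based luminescent sensor were seeded at 1000 cells/well, pin-dosed with compounds and incubated 16 h. Luciferase reagent was then added, and end-point luminescence was read after 10 min at room temperature.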
PI4K2A block – qHTS for small molecular inhibitors of PI4K2A. Phosphatidylinositol 4-kinase type 2-alpha (Homo sapiens), Q9BTU6. purified PI4K2A, ADP-Glo luminescence, 1 h; active compounds read low. activity change, negative = inhibition, % at 76.9 µM. actives 0.13% (n = 420,000). AID 1346378, 2018; in the data active = activity change below about -50%; inconclusive = mostly about -30% to -49%;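 also: -100% = wells without enzyme as full effect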
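PI4K2A activity was measured by ADP-Glo luminescence: enzyme (4 ug/mL stock) and phosphatidylinositol (1.2 mM stock) in Tris pH 7.5/MgCl2/EGTA/Triton X-100 buffer were reacted with ATP (300 microM stock) for one hour at ambient temperature.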
IDH1 R132H inh – qHTS for Inhibitors of mutant isocitrate dehydrogenase 1 (IDH1): qHTS. Isocitrate dehydrogenase [NADP] cytoplasmic (Homo sapiens), O75874. IDH1-R132H enzyme, NADPH consumption, diaphorase/resazurin fluorescence. Potency, µM (titrated, usually from 76.6 µM), without a hit: at the highest dose activity change, negative = inhibition, actives largely listed as inhibitors. actives 0.093% (n = 390,000). AID 602179, 2012; also: potency is read from the fitted curve at half-maximal effect; % is scaled to controls: 0 for no effect and ±100 for the full control effect; nearly all actives have a fitted effect of over 65% in size
Target sequence (O75874 whole entry R132H, stated change not applied): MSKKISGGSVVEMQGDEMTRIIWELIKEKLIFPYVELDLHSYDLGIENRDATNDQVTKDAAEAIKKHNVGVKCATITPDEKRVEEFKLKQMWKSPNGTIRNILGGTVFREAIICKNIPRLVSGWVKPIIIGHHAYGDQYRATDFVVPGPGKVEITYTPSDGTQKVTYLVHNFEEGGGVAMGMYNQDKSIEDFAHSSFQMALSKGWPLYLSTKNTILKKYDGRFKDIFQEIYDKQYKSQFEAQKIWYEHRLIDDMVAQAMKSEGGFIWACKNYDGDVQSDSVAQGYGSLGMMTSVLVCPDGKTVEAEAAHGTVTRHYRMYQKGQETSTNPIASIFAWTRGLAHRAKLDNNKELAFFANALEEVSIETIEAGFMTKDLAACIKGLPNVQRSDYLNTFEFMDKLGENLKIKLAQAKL
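IDH1-R132H (0.5 ug/mL) preincubated 30 min with compound, then NADPH (0.016 mM) and alpha-KG (2 mM) added; 80 min at RT, pH 7.5. Remaining NADPH coupled via diaphorase/resazurin to fluorescence (540/590 nm); concentration-response curves normalized to no-enzyme control.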
The depositor's hits bear a star; ? = inconclusive; nt = not tested or not shown; & = joins results of further samples; [ ] = remark or other dose. Unless noted, calls follow the shape of the dose curve; as a rule, active = well fitted curve in the direction sought with a large enough effect; inconclusive = small, poorly fitted or top-dose-only effect, or another doubt; inactive = no such curve, though single readings can be large; an effect the other way counts as inactive or inconclusive. This is a subset; the hit share may differ from the screen's.

Sequence of screens – RXFP1 ag, Vif-APOBEC3G blk, USP1 inh, Vif-APOBEC3F blk, LDHA block, TrxR1 substrate, GRP78 ERSR act, PI4K2A block, IDH1 R132H inh
> CCc1ccc(NC(=O)C2CC=CCC2C(=O)O)cc1 (configuration not stated)
→ -0.3%, -1%, -14%, 1%, -2, 6%, -6%, -4, 3%
> O=C(Nc1c(C(=O)N2CCOCC2)cnn1-c1ccccc1)c1cccc(F)c1
→ 0.3%, 1%, -10%, 1%, -6, 5%, -4%, 0, 5%
> CC(C)(C)c1ccc(C(=O)NC(=S)N2CCOCC2)cc1
→ 5.7%, -1%, -20%, -3%, -8, 5%, 3%, 3, -2%
> CC(=O)C1=C(O)C(=O)N(c2ccc(Br)cc2)C1c1ccccc1[N+](=O)[O-] (configuration not stated)
→ -0.1%, -1%, 2%, 0%, -6, -3%, 4%, -4, 3%
> COc1ccc(CCNC(=O)Cn2cc(S(=O)(=O)Cc3cccc(Cl)c3)c3ccccc32)cc1OC
→ 4.8%, 4%, -17%, -8%, 1, -5%, 0%, 0, 9%
> O=C(Nc1ccc(Cl)cc1)N1CCSC1=NCc1ccccc1
→ -2.2%, 0%, -12%, 2%, -3, 4%[57.1 µM], 2%, 4, 6%
> Cc1ccc(-c2cn3cccnc3n2)cc1NC(=O)c1cccs1
→ -1.4%, 1%, -17%, -2%, -11, 607%[activator], 0%, 5, 4%
> O=C(CCc1nc(-c2ccccc2F)no1)NC1CCCCC1
→ 2.2%, 1%, -19%, 1%, -12, 7%, 3%, 0, 8%
> CC1(C)CC(=O)C2=C(C1)NCN(CCCN1CCOCC1)C2
→ -0.2%, 0%, 3%, 3%, -2, -7%, -5%, 6, -4%
> COc1ccc(-n2ncc(C(=O)Nc3ccc(C)cc3Cl)c2C2CCN(C(=O)OC(C)(C)C)CC2)cc1
→ -0.9%, 4%, -14%, 6%, 5, -2%, -1%, -2, 8%

Sequence of screens – RXFP1 ag, Vif-APOBEC3G blk, USP1 inh, Vif-APOBEC3F blk, LDHA block, TrxR1 substrate, GRP78 ERSR act, PI4K2A block, IDH1 R132H inh
> CCOC(=O)c1ccc(NC(=O)C2=C(C)C(=O)OC23CCN(C(C)C)CC3)cc1
→ -1.7%, -5%, -2%, 0%, -6, 0%[57.1 µM], -3%, 0, -1%
> O=C(NNC(=O)c1csc(N2CCOCC2)n1)c1ccc(=O)[nH]c1
→ 1.8%, 4%, -3%, 1%, -1, -6%, 2%, -3, 18%
> Cc1ccc(CN2CCN(Cc3cn(C(C)C)c4ccccc34)CC2CCO)o1 (configuration not stated)
→ -1.7%, 1%, -30%, -17%, -1, 6%, -1%, -20, 0%
> COc1cccc(NS(=O)(=O)NC(=O)c2cn(C)c3ccccc23)c1
→ -4.3%, -3%, -19%, -4%, 0, 9%, -5%, 0, -6%
> COc1cccc(CNC(=O)c2ccc(NC3=NC4CS(=O)(=O)CC4S3)cc2)c1 (configuration not stated)
→ 0.0%, -7%, ?, 4%, 0, 3%, -6%, -3, 1%
> CCc1nnc(SCC(=O)N(C)c2ccccc2)c2cc3sccc3n12
→ 18%, -8%, -2%, -13%, -3, -9%, -5%, -4, -10%
> CCCN1C(C(=O)c2ccccc2)=C(OC(=O)c2ccc(C)cc2)c2ccccc2S1(=O)=O
→ 1.8%, -5%, ?, -6%, -4, 3%, 0%, 18, -4%
> COC(=O)c1nc2cc3c(cc2c(C)c1C(=O)OC)OCO3
→ 1.3%, 1%, -7%, 7%, -11, 27%, -3%, -8, 0%
> CC1CCN(CCc2nc3cc(NS(=O)(=O)c4ccc(F)cc4)ccc3n2C)CC1
→ -1.2%, -6%, -17%, 0%, -4, 2%[57.1 µM], -7%, -6, 1%
> COc1ccc(-c2cc(=O)oc3c4c(ccc23)OCN(Cc2cccc(OC)c2)C4)cc1
→ 11%, 4%, ?, 0%, -9, 8%, 2%, -8, 4%

Among those listed so far, these contain a Cl atom:
Sequence of screens – RXFP1 ag, Vif-APOBEC3G blk, USP1 inh, Vif-APOBEC3F blk, LDHA block, TrxR1 substrate, GRP78 ERSR act, PI4K2A block, IDH1 R132H inh
> COc1ccc(CCNC(=O)Cn2cc(S(=O)(=O)Cc3cccc(Cl)c3)c3ccccc32)cc1OC
→ 4.8%, 4%, -17%, -8%, 1, -5%, 0%, 0, 9%
> O=C(Nc1ccc(Cl)cc1)N1CCSC1=NCc1ccccc1
→ -2.2%, 0%, -12%, 2%, -3, 4%[57.1 µM], 2%, 4, 6%
> COc1ccc(-n2ncc(C(=O)Nc3ccc(C)cc3Cl)c2C2CCN(C(=O)OC(C)(C)C)CC2)cc1
→ -0.9%, 4%, -14%, 6%, 5, -2%, -1%, -2, 8%

The results go on:
Sequence of screens – RXFP1 ag, Vif-APOBEC3G blk, USP1 inh, Vif-APOBEC3F blk, LDHA block, TrxR1 substrate, GRP78 ERSR act, PI4K2A block, IDH1 R132H inh
> CCOC(=O)c1ccc(NC(=O)CSc2nnnn2C2CCCCC2)cc1
→ -0.3%, 0%, -7%, 6%, -4, 6%, -1%, 2, -5%
> CC(C)c1nc(SCC(=O)Nc2ccc(N3CCOCC3)cc2)c2ccccc2n1
→ 0.3%, 0%, -13%, nt, -3, -8%, -2%, -7, 8%
> O=C(O)c1c(NC(=O)N2CCCC2)sc2c1CCCC2
→ 0.4%, -1%, -4%, 1%, 0, 6%, -3%, -5, 3%
> O=[N+]([O-])c1cccc(-c2ccc(/C=N/NC(=S)Nc3ccccc3)o2)c1
→ 2.8%, -3%, -15%, -17%, -5, -5%, -2%, 6, 3%
> COc1c(C(CC(C)C)OC(C)=O)ccc2c1C(=O)OCc1cc(C)cc(O)c1O2 (configuration not stated)
→ 0.0%, 2%, -22%, ?, 8, -8%, 2%, -2, ?
> Cc1cc2nnc(SCC(=O)N3C(C)CCCC3C)n2c(N)n1 (configuration not stated)
→ 0.6%, -1%, 4%, -5%, -3, 2%, -4%, -8, -2%
> CN1CCN(CC(=O)Nc2cc(N(C)C)nc3ccccc23)CC1
→ 1.0%, 9%, -7%, -8%, -7, 14%[57.1 µM], -6%, 5, 14%
> O=C(CCc1nc2sc3c(c2c(=O)[nH]1)CCCC3)NCCc1ccc(F)cc1
→ 6.1%, -1%, -12%, -4%, -5, -1%, 0%, -4, -3%
> O=C(NN1C(=O)c2ccccc2NC1c1ccco1)c1ccccc1 (configuration not stated)
→ -0.3%, 2%, 0%, -20%, -6, 11%[57.1 µM], -1%, -7, 14%
> Cc1ccc(S(N)(=O)=O)cc1NC(=O)/C=C/c1cccs1
→ -0.9%, -5%, -12%, 0%, -1, 8%[57.1 µM], -3%, 7, 4%

| Compound | RXFP1 ag | Vif-APOBEC3G blk | USP1 inh | Vif-APOBEC3F blk | LDHA block | TrxR1 substrate | GRP78 ERSR act | PI4K2A block | IDH1 R132H inh |
| --- | --- | --- | --- | --- | --- | --- | --- | --- | --- |
| CCCn1c(=O)c2ccccc2n2c(SCCOc3ccc(Cl)cc3)nnc12 | 0.6% | -5% | -5% | -2% | 0 | 4% | -2% | 1 | 0% |
| Cc1ccc(N2C(=O)c3ccccc3C2=O)cc1Cl | 5.3% | -1% | 0% | -7% | -3 | 7%[57.1 µM] | 2% | -2 | 6% |
| Cc1ccc2[nH]cc(CCNC(=O)c3ccc([N+](=O)[O-])cc3)c2c1 | -0.9% | 0% | -26% | -7% | 2 | 3% | -2% | -3 | 0% |
| C=CCNC(=O)CSc1nnc(-c2cccc(S(=O)(=O)N3CCOCC3)c2)o1 | nt | 3% | -19% | -3% | 1 | nt | -5% | -5 | 6% |
| O=Cc1ccccc1-c1cn(CCCOCc2ccccc2)nn1 | 0.7% | 0%&-13% | 10% | 0% | -2 | 4%[57.1 µM] | 6%&-3% | 0 | 6% |
| Cc1ccc([N+](=O)[O-])cc1N=C(c1ccc([N+](=O)[O-])cc1)N1CCOCC1 | 0.2% | -3% | -12% | -4% | 1 | -11%[57.1 µM] | -4% | -2 | 3% |
| COc1cccc(NC(=S)Nc2ccc(Br)cc2Cl)c1 | 2.5% | 0% | -12% | -1% | -3 | -1% | 3% | -11 | -9% |
| CC1CCCCN1S(=O)(=O)CCNC(=O)c1ccccc1 (configuration not stated) | 1.6% | 0% | 0% | -19% | -2 | 2% | -2% | -4 | -5% |
